Screening data deposited in PubChem by National Center for Advancing Translational Sciences (NCATS).
D2 potentiator = positively modulates the human D2 dopamine receptor allosterically | AID 485347 | actives 0.34% (n = 340,000) | HEK293 T-REx D2, calcium flux, EC20 dopamine potentiation | potentiation, % at 10 µM;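 active = potentiation over 3 SD above the plate norm, cut at about 30% in these data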; note: 0% is about no effect
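Cells plated with tetracycline inducer and held overnight at 30 C; calcium dye loaded 30–90 min at room temperature; baseline taken, compound added and read 180 s; EC20 dopamine then added and read 180 s.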
D1 potentiator = human D1 dopamine receptor positive modulation. potentiation, % at 10 µM. AID 504651. actives 0.036% (n = 360,000). HEK293 TREx D1 cells, calcium flux, dopamine EC20 potentiation; in the data active = potentiation above about 30%; note: 0% is about no effect
Target sequence (P21728 whole entry, looked up): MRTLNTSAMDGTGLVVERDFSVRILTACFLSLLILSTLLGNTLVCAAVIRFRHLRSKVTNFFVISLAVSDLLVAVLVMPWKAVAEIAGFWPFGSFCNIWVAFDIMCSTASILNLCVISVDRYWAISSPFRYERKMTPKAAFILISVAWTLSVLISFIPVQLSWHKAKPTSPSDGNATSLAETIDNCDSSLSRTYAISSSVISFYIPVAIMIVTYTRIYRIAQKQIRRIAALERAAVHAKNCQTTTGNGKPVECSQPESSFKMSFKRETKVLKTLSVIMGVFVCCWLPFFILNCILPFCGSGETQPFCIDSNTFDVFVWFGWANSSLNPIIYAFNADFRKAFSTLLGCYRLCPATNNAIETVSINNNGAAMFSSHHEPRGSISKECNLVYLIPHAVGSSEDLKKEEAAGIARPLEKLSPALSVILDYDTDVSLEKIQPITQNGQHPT
RXFP1 ag = agonists of human relaxin receptor RXFP1. Q9HBX9. HEK293T-RXFP1 cAMP TR-FRET, 30 min; response scale: percent of porcine relaxin response, buffer zero. Potency, µM (top dose mostly 57.5 µM), for the others: top-dose activation, actives largely listed as activators. actives 0.3% (n = 370,000). AID 2676; note: potency is the fitted concentration of half-maximal effect; % is set by controls: 0 for no effect and ±100 for the full control effect; nearly all actives have a fitted effect of over 60% in size; many of its hits are not listed in these tables
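Agonist response is measured as cAMP accumulation in an RXFP1-transfected HEK293T line under PDE4 inhibition. Values are scaled between buffer-only and 29 nM porcine relaxin, and EC50s come from standard Hill equation fits.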
Vif-A3F inh = blocks the Vif interaction with APOBEC3F | HeLa A3F-eYFP + Vif (tagged APOBEC3F with the HIV-1 protein that degrades it), YFP fluorescence increase | Potency, µM (titrated, usually from 46.1 µM), without a hit: at the top dose activity, negative = active | actives 0.2% (n = 390,000) | AID 602313; note: potency is the fitted concentration of half-maximal effect; % of control where 0% means no effect; nearly all actives have a fitted effect of over 65% in size
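Fluorescence increase (Ex 488/Em 500-530) after overnight compound treatment at 37 deg C flags inhibition of Vif-driven A3F-eYFP loss in stable HeLa A3F-eYFP/Vif cells seeded overnight beforehand.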
D1 agonist = agonists of human D1 dopamine receptor; P21728; activation, % at 2 µM; AID 504660; HEK293 T-REx D1 cells, calcium flux, agonist mode; actives 1% (n = 360,000); in the data active = activation above about 30%; note: 0% is about no effect
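Tetracycline-induced HEK293 TREx D1 cells, force-coupled to calcium signalling, were dye-loaded with a no-wash calcium kit. Compound was pin-added after a 10 s baseline. Fluorescence was read kinetically at 1 cycle/s for 180 s, with calcium rises flagged as agonism.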
Vif-A3G inh = inhibitors of Vif-APOBEC3G interaction. Q9HC16. HeLa A3G-eYFP + Vif (tagged APOBEC3G with the HIV-1 protein that degrades it), YFP fluorescence, overnight. Potency, µM (doses to about 46.1 µM), for inactives: at the highest dose activity, negative = active, actives largely listed as inhibitors. actives 0.076% (n = 410,000). AID 602310;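 note: potency is the fitted concentration of half-maximal effect; % is set by controls: 0 for no effect and ±100 for the full control effect; nearly all actives have a fitted effect of over 60% in size; hits raise eYFP signal because A3G escapes Vif-driven loss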
Target sequence (Q9HC16 whole entry, looked up): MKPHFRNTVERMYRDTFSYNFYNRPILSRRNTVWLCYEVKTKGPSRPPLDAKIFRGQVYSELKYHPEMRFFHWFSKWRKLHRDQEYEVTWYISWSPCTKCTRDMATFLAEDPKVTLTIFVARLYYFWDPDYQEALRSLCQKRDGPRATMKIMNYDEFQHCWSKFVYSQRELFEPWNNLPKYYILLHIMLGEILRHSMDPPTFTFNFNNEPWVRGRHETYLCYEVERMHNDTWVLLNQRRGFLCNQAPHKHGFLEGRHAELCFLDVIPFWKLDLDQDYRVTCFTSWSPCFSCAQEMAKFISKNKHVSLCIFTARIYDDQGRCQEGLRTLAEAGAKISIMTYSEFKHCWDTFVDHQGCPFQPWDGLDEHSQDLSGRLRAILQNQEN
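HeLa cells stably expressing Vif and C-terminally eYFP-tagged A3G, seeded overnight at 37 deg C, then exposed to compound by pintool overnight at 37 deg C. Rise in yellow fluorescence (Ex 488/Em 500-530, Acumen) marks blocked Vif-driven A3G degradation.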
RXFP1 antagonist = blocks the human relaxin receptor RXFP1 | HEK293-RXFP1, relaxin-stimulated cAMP HTRF, 30 min; active compounds read low | AID 1259400 | Q9HBX9 | actives 0.59% (n = 350,000) | activity change, negative = inhibition, % at 57.5 µM;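 active = activity change of -60% or lower, but not beyond a set lower limit; inconclusive = change between -60% and -40%, or beyond the set limit; inactive = change above -40%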; note: % is set by controls: 0 for no effect and ±100 for the full control effect
D1 antag = antagonists of human D1 dopamine receptor; HEK293 TREx D1 cells, calcium flux, dopamine EC80; active compounds read low; activity change, negative = inhibition, % at 10 µM; actives 3.2% (n = 360,000); AID 504652; P21728; in the data active = activity change below about -30%; note: % is set by controls: 0 for no effect and ±100 for the full control effect
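Inducible Hek293 Trex D1 cells (tetracycline, overnight, 30 C). Calcium dye 30–90 min RT. Antagonist mode: EC80 dopamine added after 180 s compound read.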
Glioma ERSR ind = inducers of ER stress response in human glioma cells. Potency, µM, inactives show at the top dose activation, usual class: activators. U87-MG GRP78 promoter luciferase reporter, 16 h. actives 0.02% (n = 420,000); note: potency is the fitted concentration of half-maximal effect; series mostly up to about 76 µM; % of control where 0% means no effect; nearly all actives have a fitted effect of over 35% in size
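ERSR induction read as luciferase luminescence (Bright-Glo, 10 min at room temperature) in stably transfected human U87-MG glioma cells exposed to compounds for 16 h, using GRP78 as sensor.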
The depositor's hits bear a star; ? = inconclusive; / = not tested or not shown; & = joins results of further samples. Unless noted, calls come from the whole dose curve; as a rule, active = well fitted curve in the direction sought with a large enough effect; inconclusive = small, poorly fitted or top-dose-only effect, or another doubt; inactive = no such curve, though single readings can be large; an effect the other way counts as inactive or inconclusive. An excerpt; rates above refer to the full screens.

nr	molecule	D2 potentiator	D1 potentiator	RXFP1 ag	Vif-A3F inh	D1 agonist	Vif-A3G inh	RXFP1 antagonist	D1 antag	Glioma ERSR ind
1	COc1ccc(CC(=O)Nc2ccc(S(=O)(=O)Nc3onc(C)c3C)cc2)cc1OC	6	/	-0.3%	6%	2	-1%	-113*	-2	-4%
2	CCOC(=O)Cn1c(=O)oc2cc(S(=O)(=O)Nc3c(C)cc(C)cc3C)ccc21	3	12	4.7%	-3%	24	0%	/	4	?
3	COc1ccc(NC(=O)NC(C)C2CC3CCC2C3)cc1 (configuration not stated)	-3	0	-0.4%	-11%	0	-3%	1	-14	7%
4	CCOc1ccc(NC(=O)COc2nsnc2N2CCOCC2)cc1	8	2	1.1%	0%	4	0%	7	8	-1%
5	Cc1nc2ccc(NC(=S)N3CCN(c4ccccn4)CC3)cc2nc1C	-10	-5	18%	2%	0	-2%	-1	-15	-3%
6	Cc1cccc(-n2c(SCC(N)=O)nc3c(c2=O)C2(CCCC2)Cc2ccccc2-3)c1	5	-4	29%	1%	3	-7%	/	19	-3%
7	Cc1cc(NC(=O)CCC(=O)N(Cc2ccco2)C(C)(C)C(=O)NC2CCCCC2)no1	-7	-1	1.3%	-1%	0	-2%	-2	10	-5%
8	O=C(OCc1cn([C@H]2CN(CC3CCCCC3)[C@@H](c3ccccc3)C[C@@H]2O)nn1)c1ccccc1	/	/	/	0%	/	2%	2	/	9%
9	CC(=O)n1cc([C@H]2C=C(C(=O)N3CCN(Cc4ccc5c(c4)OCO5)CC3)O[C@@H](OCCCCO)C2)c2ccccc21	-5	-2	0.2%	1%	-3	-12%	/	-26	-3%
10	COCCN1C(=O)/C(=C/c2ccc(Oc3ccc([N+](=O)[O-])cn3)c(OC)c2)SC1=Nc1ccccc1	-2	1	0.8%	1%	2	1%	9	7	-1%
11	Cc1nc2nc(-c3cccs3)[nH]c2cc1Br	/	/	/	14%	/	-2%	-11	/	-4%
12	CC(=O)NCCNC(=O)C1CCCCN1S(=O)(=O)c1ccccc1 (configuration not stated)	3	-3	-0.9%	-22%	2	1%	-9	-1	-3%
13	COc1cccc(CNC(=O)CCC(=O)N2Cc3cccc(OC)c3Oc3ncccc32)c1OC	0&-8	0&-3	1.8%&-5.6%	4%&2%	0&0	5%&5%	-1&-4	4&1	-3%&-4%
14	CCOC(=O)c1c(S(=O)(=O)NCC(=O)NCc2ccccc2)c(C)n(C)c1C	3&7	2&-4	-0.7%&-2.3%	2%&-5%	0&-1	1%&2%	?	2&32	-3%&-2%
15	C=CCn1c(C)nc2c(cnn2-c2ccccc2)c1=O	4	2	-1.3%	-7%	8	5%	-5	-13	1%
16	CCN(Cc1ccc(N(C)C)cc1)C(C)C(=O)Nc1ccc(S(=O)(=O)N2CCCC2)cc1 (configuration not stated)	0	-2	-1.6%	0%	3	-21%	-3	4	-3%
17	COc1cc(N)c(Cl)cc1Cl	1	-1	1.8%	-16%	1	1%	-10	23	-2%
18	COc1ccc(Cn2c(-c3ccco3)nc3oc4ccccc4c(=O)c3c2=O)cc1	14	1	4.2%	-5%	0	1%	3	2	0%
19	C=CCn1c(SCC(=O)NC(=O)NC2CCCC2)nnc1C1CCCCC1	-9	-5	2.7%	-7%	-2	4%	4	8	-3%
20	O=C(C(=Cc1ccc(F)cc1)c1ccccc1)c1ccc(O)cc1	/	/	/	6%	/	-4%	-10	/	1%

Continued.
nr	molecule	D2 potentiator	D1 potentiator	RXFP1 ag	Vif-A3F inh	D1 agonist	Vif-A3G inh	RXFP1 antagonist	D1 antag	Glioma ERSR ind
21	Clc1cccc(Cn2ncc3ccccc32)c1	2	1	2.5%	-12%	3	0%	12	-6	-7%
22	Cc1oc2ncn(CC(C)C)c(=O)c2c1C(=O)NCCc1ccccc1	4	-8	-0.2%	-1%	-1	-16%	/	-22	2%
23	O=C(Nc1cccc(-c2cn3ccccc3n2)c1)c1cccs1	-3	-5	4.6%	-20%	6	-9%	11	-12	2%
24	CCOc1ccc(N(CC(=O)NCc2ccc(OC)cc2)S(=O)(=O)c2c(C)[nH]c(=O)[nH]c2=O)cc1	14	4&-3	-0.7%&2.2%	1%&0%	2&1	1%&2%	5&6	-2&10	-3%&0%
25	Cc1cccc2nc(COc3ccc(Cl)c4cccnc34)cn12	4	-2	1.1%	2%	2	1%	1	18	7%
26	O=C(N/N=C\c1cn(-c2ccccc2)nc1-c1ccccc1)c1ccc(Br)o1	-4	-9	-2.9%	3%	1	0%	/	15	6%
27	NC(=O)C1CCN(C(=O)C2CC(=O)N(c3ccc4c(c3)OCCO4)C2)CC1 (configuration not stated)	3	-13	-0.1%	0%	0	2%	-5	-34*	-3%
28	CC1Sc2ccc(Cl)cc2-c2nc(N)ncc21 (configuration not stated)	3	-9	1.9%	-10%	1	-9%	?	-10	-2%
29	O=C(N/N=C/c1ccc(OC(=O)c2ccccc2)cc1)c1cccnc1	5	-4	0.3%	-13%	0	-2%	-6	5	-1%
30	CC(=O)c1c(C)[nH]c(C(=O)NCc2cccc(Cl)c2)c1C	-4	-8	2.7%	-14%	10	-7%	1	3	-4%
31	O=C(NCCCN1CCCC1=O)c1ccc(Cl)c(S(=O)(=O)N2CCCCC2)c1	2	-2	0.2%	-1%	1	2%	5	-20	-1%
32	Cc1occc1C(=O)N/N=C/c1ccccc1[N+](=O)[O-]	7	5	2.3%	10%	-1	3%	-12	-4	-4%
33	COc1ccc(CN2CCC[C@]3(N[C@H](c4ccc(C)cc4)[C@@H]4C(=O)N(Cc5ccccc5)C(=O)[C@@H]43)C2=O)cc1	/	/	/	-11%	/	0%	3	/	-5%
34	COc1ccc(C)cc1NS(=O)(=O)c1ccc2c(c1)n(C)c(=O)n2C	-3&-6	-4&-3	1.7%&4.8%	-6%&-2%	4&3	-3%&4%	-16&-12	-12&-8	-3%&0%
35	CCCC(=O)NC(=S)Nc1ccc(C(C)=O)cc1	-4	5	-0.3%	0%	2	1%	-19	22	2%
36	CCCCNc1nc2c(S(=O)(=O)c3ccc(Br)cc3)nnn2c2ccsc12	-2	-7	-2.7%	-2%	0	0%	-11	-27	-3%
37	O=C(NCc1cccnc1)C(=O)NCC1OCCN1S(=O)(=O)c1ccc(F)cc1 (configuration not stated)	1	-1	-0.2%	-7%	0	2%	-4	5	-3%
38	CC(C)CSc1ncnc2c1oc1nc3c(cc12)COC(C)(C)C3	-7	-3	-0.1%	0%	-2	0%	-13	-5	0%
39	Cc1ccc(-c2nc3ccccc3s2)cc1NC(=S)NC(=O)/C=C/c1ccco1	-4	0	2.4%	?	4	-21%	-16	16	4%
40	CC(CNC(=O)C1CCCCC1C(=O)O)c1ccccc1 (configuration not stated)	5	1	-0.3%	1%	-3	2%	19	9	-5%

Next part:
nr	molecule	D2 potentiator	D1 potentiator	RXFP1 ag	Vif-A3F inh	D1 agonist	Vif-A3G inh	RXFP1 antagonist	D1 antag	Glioma ERSR ind
41	COc1cccc(NC(=O)CSc2nc(N)cc(N)n2)c1	-3	-10	-0.1%	-5%	1	1%	-22	-15	0%
42	CC(=O)c1ccccc1C(=O)N1CCCC(N2CCN(Cc3ccc4c(c3)OCO4)CC2)C1 (configuration not stated)	-9	-1	-0.5%	-15%	1	-2%	-7	3	-3%
43	Cc1cc(C)c2oc(C(=O)Nc3ccc(S(=O)(=O)Nc4nccs4)cc3)cc(=O)c2c1	16	0	3.9%	2%	2	1%	4	0	-4%
44	NC(=O)NC(=O)C(Nc1ccc2c(c1)CCC2)c1ccccc1 (configuration not stated)	16	1	0.4%	-2%	-4	1%	4	-10	2%
45	CC(c1ccco1)N(C(=O)C12CC3(C)CC(C)(CC(C)(C3)C1)C2)c1ccccn1 (configuration not stated)	-13	5	-0.6%	-5%	2	0%	2	5	-6%
46	CC(=O)Oc1ccc2nc(/C=C/c3ccccc3)oc(=O)c2c1	3	-9	-1.6%	-3%	3	-9%	-15	-13	-2%
47	O=C(Nc1ccc2c(c1)OCCO2)c1c(Cl)cccc1Cl	/	/	/	2%	/	-5%	4	/	-1%
48	O=C(O)c1cccc(CSc2n[nH]c(-c3ccc(Cl)cc3Cl)n2)c1	-3	-2	-3.0%	1%	3	-8%	-11	-12	-7%
49	Cc1cccc2sc(N(CCCN(C)C)C(=O)CCc3ccccc3)nc12	-13	-10	-0.6%	0%	22	?	-85*	-24	-12%
50	NCC/C=C1/c2ccccc2CSc2ccccc21	12	-5	1.6%	3%	21	2%	-1	-5	-11%
51	CC(C(=O)c1ccc(Br)cc1)[n+]1cccc(NC(=O)c2ccccc2)c1 (configuration not stated)	-18	-3	0.1%	1%	2	-5%	1	-9	-4%
52	COc1cc(Cl)cc(C=O)c1OCC(=O)O	3	0	-0.1%	-1%	0	7%	-2	7	-3%
53	O=C(Cn1nc(Cc2cccnc2)c2ccccc2c1=O)N1CCN(c2ccc(F)cc2)CC1	-1	-2	4.2%	3%	0	5%	-2	9	-3%
54	COc1ccc(/C=N\NC(=O)C2=NNC(=O)C2C)cc1 (configuration not stated)	/	/	-1.7%	4%	/	1%	-10	/	-1%
55	CC1CCN(Cc2nnnn2CCCC(=O)N(C)C2CCOC2)CC1 (configuration not stated)	9	-1	-0.5%	-15%	1	0%	7	7	-1%
